NSD2 inh: NSD2 (human) methyltransferase inhibition | 310,000 compounds, 0.54% hits | inhibition, % at 12.5 µM | O96028 | NSD2 peptide methylation, AlphaScreen, 120 min | AID 743445; in the data active = inhibition above about 50%
V-ATPase pHluor: alters yeast V-ATPase proton transport | S. cerevisiae, pHLuorin cytosolic pH fluorescence | response, % at 10 µM | 350,000 compounds, 0.37% hits | AID 504577; in the data active = response mostly above about 7.3%, no sharp cut-off; inactive = mostly below about 5.4%; also: actives read high; inactives centre near 0; some compounds called inactive have numbers as strong as hits; reference of the scale not given here
MITF TRPM1 HTS: activators of MITF-driven TRPM1 promoter activity in SK-MEL-5 cells; SK-MEL-5 TRPM1-promoter luciferase, 24 h; % of positive control, neutral wells = 0; activation, % at 12.5 µM; 300,000 compounds, 0.75% hits; AID 588334;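 active = mean activation of at least 80% with every replicate also reaching 80%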;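 also: 0% = neutral control wells and 100% = parthenolide positive control wells; values of inactives mirror those of a sister screen read the other way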
PvdQ acylase: P. aeruginosa PvdQ acylase inhibition; inhibition, % at 10 µM; purified PvdQ acylase, fluorescence plate reader; 340,000 compounds, 0.063% hits; in the data active = inhibition above about 30%, passing the limit was not always enough;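 also: 0% = vehicle neutral wells and 100% = reference inhibitor wells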
CDK5 p35 inh: blocks human CDK5/p35 kinase activity | Q00535+Q15078 | Recombinant CDK5/p35, ADP-Glo luminescence, 60 min | inhibition, % at 10 µM | 330,000 compounds, 0.01% hits | AID 488839;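 active = highest replicate inhibition of at least 50% and at least 75% of replicates reaching 50%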;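 also: plate controls were DMSO neutral control for no effect and GW8510 at 10 µM for full effect; many of its hits are not listed in these tables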
Target sequence (Q00535 whole entry, looked up): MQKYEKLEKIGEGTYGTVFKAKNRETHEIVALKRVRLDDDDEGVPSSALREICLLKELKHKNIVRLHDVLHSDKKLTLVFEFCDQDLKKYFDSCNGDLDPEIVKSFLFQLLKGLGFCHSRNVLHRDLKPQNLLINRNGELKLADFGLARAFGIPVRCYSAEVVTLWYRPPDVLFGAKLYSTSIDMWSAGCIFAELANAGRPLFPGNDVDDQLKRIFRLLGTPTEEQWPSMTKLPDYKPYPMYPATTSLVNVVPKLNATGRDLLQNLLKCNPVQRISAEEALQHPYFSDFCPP
Target sequence (Q15078 whole entry, looked up): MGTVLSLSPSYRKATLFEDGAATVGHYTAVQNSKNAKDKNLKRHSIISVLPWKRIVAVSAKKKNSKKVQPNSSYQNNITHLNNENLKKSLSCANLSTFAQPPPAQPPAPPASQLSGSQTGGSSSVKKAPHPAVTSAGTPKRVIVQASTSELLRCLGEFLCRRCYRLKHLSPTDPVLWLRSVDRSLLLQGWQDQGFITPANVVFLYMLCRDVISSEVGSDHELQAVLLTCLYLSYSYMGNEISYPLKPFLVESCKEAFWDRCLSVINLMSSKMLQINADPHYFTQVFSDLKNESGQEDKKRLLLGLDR
HTR5A ag ctr: counter-screen for OPRM1-OPRD1 agonists: human HTR5A agonism. P47898. HTR5A agonist assay, luminescence, cell-based. activation, % at 9.3 µM. 340,000 compounds, 0.61% hits. AID 504692; in the data active = activation mostly above about 9.5%, no sharp cut-off; inactive = mostly below about 7.6%;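 also: 0% = cells with vehicle only and 100% = reference agonist; strong numbers were not always called active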
Target sequence (P47898 whole entry, looked up): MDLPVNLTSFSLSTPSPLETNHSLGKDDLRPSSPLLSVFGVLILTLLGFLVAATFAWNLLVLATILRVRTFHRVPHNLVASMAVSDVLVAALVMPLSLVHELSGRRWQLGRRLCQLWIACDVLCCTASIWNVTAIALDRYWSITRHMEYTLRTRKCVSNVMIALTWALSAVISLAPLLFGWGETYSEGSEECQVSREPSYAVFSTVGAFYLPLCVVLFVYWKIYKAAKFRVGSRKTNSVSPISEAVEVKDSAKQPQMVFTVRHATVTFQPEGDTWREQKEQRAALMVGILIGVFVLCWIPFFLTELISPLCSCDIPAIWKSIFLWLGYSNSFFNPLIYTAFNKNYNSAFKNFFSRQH
HTR5A inv ctr: inverse agonist of human HTR5A in OPRM1-OPRD1 counter-screen; P47898; HTR5A cell line, luminescence, inverse agonism; inhibition, % at 9.3 µM; 340,000 compounds, 0.083% hits; in the data active = inhibition mostly above about 23%, no sharp cut-off; inactive = mostly below about 18%;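 also: 0% = cells with DMSO and 100% = no-cell wells with DMSO; some compounds called inactive have numbers as strong as hits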
dFosB act: enhances mouse delta FosB homodimer DNA binding. P13346. purified delta FosB, TAMRA-CDK5 oligo fluorescence polarization; percent of positive-control signal above neutral wells. activation, % at 25 µM. 340,000 compounds, 0.99% hits;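 active = mean activation above about 17%, with every replicate also reaching it, limit read from the data, passing the limit was not always enough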;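 also: fluorescence polarization rise as delta FosB binds a TAMRA Cdk5 AP-1 oligo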
SR-BI HDL uptake: inhibitors of mouse SR-BI mediated HDL lipid uptake | 320,000 compounds, 0.96% hits | Q61009 | inhibition, % at 12.5 µM | ldlA[mSR-BI] CHO cells, DiI-HDL uptake fluorescence, 3 h;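 active = mean replicate inhibition of at least 70% and a set share of replicates each scoring 70 or more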;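 also: 0% = median of neutral control wells and 100% = median of positive control wells; values of inactives mirror those of a sister screen read the other way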
Wnt act: activates Wnt/beta-catenin signaling in a reporter cell assay; activator, plate reader; activation, % at 9.35 µM; 300,000 compounds, 1.2% hits; in the data active = activation above about 30%, passing the limit was not always enough;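 also: 0% = neutral control wells and 100% = positive control wells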
Numbers without * were called inactive; . = no result given.

SMILES,NSD2 inh,V-ATPase pHluor,MITF TRPM1 HTS,PvdQ acylase,CDK5 p35 inh,HTR5A ag ctr,HTR5A inv ctr,dFosB act,SR-BI HDL uptake,Wnt act
CCc1cc(C(=O)c2ccc(OC)cc2)c(NC(=O)COCC(=O)O)s1,4,2,-12,17,-1.6,6,-21,-4,-3,0
CN1C(C(=O)Nc2cccc(O)c2)=CC(c2cccs2)=NS1(=O)=O,.,13,-7,-10,1.3,-7,20,-6,24,1
CC(C)CCN1CCN(C2CCN(c3ccccc3)CC2)CC1CCO (centres undefined),-2,-3,7,-13,-1.5,4,-12,-1,3,-4
O=C(CNCCC1=CCCCC1)Nc1ccccc1N1CCCCCC1,-1,-2,-6,-5,-3.8,-1,3,-8,26,-5
CC(CCc1ccccc1)NC(=O)CN1C(=O)NC2(CCCCC2)C1=O (centres undefined),7,4,-6,-20,-3.4,2,17,-3,-10,0
O=P(c1ccccc1)(c1ccccc1)c1nc(-c2ccccc2)oc1N1CCOCC1,3,2,-3,12,0.3,2,-16,-2,3,0
CCOC(=O)CC1COCCN1C(=O)CCc1nnc(-c2ccsc2)o1 (centres undefined),0,1,-2,-11,-2.5,3,6,5,-30,14
COc1ccc(C(=O)CN2C(=O)NC3(CCCCCC3)C2=O)c(OC)c1,.,3,29,-18,-0.5,1,-4,-9,7,1

SMILES,NSD2 inh,V-ATPase pHluor,MITF TRPM1 HTS,PvdQ acylase,CDK5 p35 inh,HTR5A ag ctr,HTR5A inv ctr,dFosB act,SR-BI HDL uptake,Wnt act
COc1ccc(C(C)(C)C)cc1NC(=O)c1ccc2ncsc2c1,-12,1,-7,-3,-1.6,16*,-8,-18,36,1
O=C1NC(Cc2ccc(O)cc2)c2nc3ccc(F)cc3c(=O)n2-c2cc(Cl)ccc21 (centres undefined),.,-1,1,-5,0.2,9,-32,-11,-15,-3
CCCc1nnc(NC(=O)CCC(=O)N2CCN(Cc3ccccc3)CC2)s1,17,0,2,2,2.1,-3,-33,-7,-4,1
CCCCN(C(=O)c1cc(CN2C(=O)c3ccccc3C2=O)ccc1OC)c1c(N)n(CC(C)C)c(=O)[nH]c1=O,-1,2,.,-10,-0.7,4,-12,-7,18,-1
COc1ccc(CCNC(=O)/C(=C/c2cccnc2)NC(=O)c2ccccc2)cc1OC,-2,1,-1,-4,0.4,-1,3,1,-3,4
O=C(C1=C[C@H](C2CCCCC2)C[C@H](OCc2ccc(CO)cc2)O1)N1CCN(Cc2ccccc2)CC1,.,-2,14,-4,0.3,8,-6,-5,-23,-13
O=[N+]([O-])c1c(NCCCO)cc(Sc2ccc(Cl)cc2)c2nonc12,1,0,-92,-3,-1.0,-2,-9,-2,-12,.
Cc1nn(-c2nccs2)c2c1C(=O)CC(C)(C)C2Br (centres undefined),.,-1,-16,1,56*,5,-17,6,4,-3

Part of the list above, with values under each structure:
The line under a structure holds: NSD2 inh, V-ATPase pHluor, MITF TRPM1 HTS, PvdQ acylase, CDK5 p35 inh, HTR5A ag ctr, HTR5A inv ctr, dFosB act, SR-BI HDL uptake, Wnt act
- Cc1nn(-c2nccs2)c2c1C(=O)CC(C)(C)C2Br (centres undefined)
    ., -1, -16, 1, 56*, 5, -17, 6, 4, -3
- O=C(C1=C[C@H](C2CCCCC2)C[C@H](OCc2ccc(CO)cc2)O1)N1CCN(Cc2ccccc2)CC1
    ., -2, 14, -4, 0.3, 8, -6, -5, -23, -13
- O=[N+]([O-])c1c(NCCCO)cc(Sc2ccc(Cl)cc2)c2nonc12
    1, 0, -92, -3, -1.0, -2, -9, -2, -12, .
- O=C1NC(Cc2ccc(O)cc2)c2nc3ccc(F)cc3c(=O)n2-c2cc(Cl)ccc21 (centres undefined)
    ., -1, 1, -5, 0.2, 9, -32, -11, -15, -3
- COc1ccc(C(C)(C)C)cc1NC(=O)c1ccc2ncsc2c1
    -12, 1, -7, -3, -1.6, 16*, -8, -18, 36, 1
- CCCc1nnc(NC(=O)CCC(=O)N2CCN(Cc3ccccc3)CC2)s1
    17, 0, 2, 2, 2.1, -3, -33, -7, -4, 1

Five successive compounds from above, for reference:
SMILES,NSD2 inh,V-ATPase pHluor,MITF TRPM1 HTS,PvdQ acylase,CDK5 p35 inh,HTR5A ag ctr,HTR5A inv ctr,dFosB act,SR-BI HDL uptake,Wnt act
CCCCN(C(=O)c1cc(CN2C(=O)c3ccccc3C2=O)ccc1OC)c1c(N)n(CC(C)C)c(=O)[nH]c1=O,-1,2,.,-10,-0.7,4,-12,-7,18,-1
COc1ccc(CCNC(=O)/C(=C/c2cccnc2)NC(=O)c2ccccc2)cc1OC,-2,1,-1,-4,0.4,-1,3,1,-3,4
O=C(C1=C[C@H](C2CCCCC2)C[C@H](OCc2ccc(CO)cc2)O1)N1CCN(Cc2ccccc2)CC1,.,-2,14,-4,0.3,8,-6,-5,-23,-13
O=[N+]([O-])c1c(NCCCO)cc(Sc2ccc(Cl)cc2)c2nonc12,1,0,-92,-3,-1.0,-2,-9,-2,-12,.
Cc1nn(-c2nccs2)c2c1C(=O)CC(C)(C)C2Br (centres undefined),.,-1,-16,1,56*,5,-17,6,4,-3

More structures follow.
SMILES,NSD2 inh,V-ATPase pHluor,MITF TRPM1 HTS,PvdQ acylase,CDK5 p35 inh,HTR5A ag ctr,HTR5A inv ctr,dFosB act,SR-BI HDL uptake,Wnt act
Nc1ccnn1Cc1cccs1,-1,2,5,-8,0.3,5,-4,1,5,-1
COc1ccc(F)cc1S(=O)(=O)Nc1ccc2c(c1)OCO2,-1,-2,-7,9,-0.4,0,-22,-1,2,.
CN(C)S(=O)(=O)c1ccc(Cl)c(C(=O)Nc2cccc([N+](=O)[O-])c2)c1,-2,0,-8,-2,-0.8,1,-2,-4,35,-3
Cc1cc(NC(=O)CCCn2ccc([N+](=O)[O-])n2)n(Cc2ccc(F)cc2)n1,5,-3,5,-10,-0.8,-5,-1,3,-7,0
CCc1nnc(NC(=O)CSc2nnc3ncccn23)s1,-4,-1,8,-11,3.0,3,-19,-7,-13,0
COc1ccc(/C=C/C(=O)c2cc(Br)ccc2O)cc1OC,0,-58,17,-2,-1.4,-2,-2,-5,22,0
CCC1CCCCN1C(=O)Nc1ccc(F)cc1 (centres undefined),8,0,-6,9,4.4,1,0,-1,-7,-3
COc1cccc(OC)c1OCCOCCn1cnc2ccccc2c1=O,-2,-4,-6,-19,-0.2,2,-8,-4,-13,.

SMILES,NSD2 inh,V-ATPase pHluor,MITF TRPM1 HTS,PvdQ acylase,CDK5 p35 inh,HTR5A ag ctr,HTR5A inv ctr,dFosB act,SR-BI HDL uptake,Wnt act
Cc1ccc(S(=O)(=O)n2nccc2-c2c(-c3ccc(Cl)cc3)noc2C)cc1,-3,1,.,-5,-1.6,.,.,-5,11,-3
CN(C)S(=O)(=O)c1cc(NC(=O)COC(=O)CC2Sc3ccccc3NC2=O)ccc1Cl (centres undefined),7,-2,5,1,0.6,-3,10,-13,29,4
CCc1ccccc1NC(=O)CCOc1ccccc1,-4,0,9,-17,0.3,4,-13,1,-8,.
O=C(NCc1ccccc1)c1ccc2nc(-c3ccco3)c(-c3ccco3)nc2c1,.,-1,-5,-7,1.3,1,-2,-20,-1,-2
CC(=O)Nc1ccc(Oc2cnccn2)cc1,0,2,7,21,-1.7,5,-19,2,-16,.
O=c1oc(-c2ccccc2NS(=O)(=O)c2ccc(F)cc2)nc2ccccc12,0,0,.,-11,-1.5,1,4,-10,-7,0
CCN1CCN(C(=O)CSc2ccc(C)cc2)CC1,7,2,.,1,-1.2,-2,9,6,-18,3
COC(=O)C(Cc1c[nH]c2ccccc12)NC(=O)C1CC1 (centres undefined),9,1,-11,-13,3.2,-3,-5,4,-17,2

Assay codes – A = NSD2 inh; B = V-ATPase pHluor; C = MITF TRPM1 HTS; D = PvdQ acylase; E = CDK5 p35 inh; F = HTR5A ag ctr; G = HTR5A inv ctr; H = dFosB act; I = SR-BI HDL uptake; J = Wnt act
Cc1ccc2oc(C(=O)N3CCC(C(N)=O)(N4CCCCC4)CC3)c(C)c2c1
  A: 5; B: -2; C: -2; D: -15; E: -0.5; F: -3; G: 24; H: -10; I: -6; J: -2

CCOC(=O)c1[nH]c(C)c(C(=O)Nc2ccc(C)cc2C)c1C
  A: .; B: -2; C: -18; D: -6; E: 0.3; F: 0; G: 1; H: -12; I: 2; J: .

CC(C)CCn1c2ccccc2c2cc(CC(N)=O)ccc21
  A: .; B: -1; C: -13; D: 1; E: -1.9; F: 4; G: -16; H: -2; I: 13; J: -1

O=C(CCC(=O)c1ccccc1)NCc1ccccc1
  A: -10; B: -2; C: -1; D: -4; E: 0.8; F: -4; G: 11; H: 4; I: -16; J: 2

O=c1cc(-c2ccc(O)c(O)c2)oc2cc(O)cc(O)c12
  A: .; B: -1; C: 101*; D: -8; E: 15; F: -1; G: -18; H: 12; I: 41; J: 9

COC(/C=C/Nc1ccc(Cl)cc1)=C(C#N)C#N
  A: -5; B: -2; C: -17; D: 2; E: -1.9; F: -3; G: 7; H: 2; I: -5; J: -1

O=C(CSc1nnnn1Cc1ccccc1)c1ccccc1F
  A: 0; B: -2; C: 2; D: -9; E: -2.3; F: -2; G: 4; H: -13; I: -21; J: 4

CN(C(=O)/C(N=Nc1cccc(C(F)(F)F)c1)=C(\O)C(F)(F)F)c1ccccc1
  A: 2; B: 2; C: -7; D: 9; E: -0.1; F: 3; G: -8; H: -6; I: -2; J: -2

COc1ccc(NC(=O)CN(C)C(=O)Cc2n[nH]c(=O)c3ccccc23)cc1
  A: 2; B: -8; C: -5; D: -15; E: -0.8; F: -2; G: 21; H: -7; I: 2; J: -2

Cc1ccc(C)n1-n1c(C)nc2scc(-c3cccs3)c2c1=O
  A: 5; B: 3; C: 11; D: -6; E: -0.4; F: 12; G: -34; H: 2; I: 42; J: .

Assay codes – A = NSD2 inh; B = V-ATPase pHluor; C = MITF TRPM1 HTS; D = PvdQ acylase; E = CDK5 p35 inh; F = HTR5A ag ctr; G = HTR5A inv ctr; H = dFosB act; I = SR-BI HDL uptake; J = Wnt act
Cc1nc(SCC(=O)N(CC(C)C)C2CCS(=O)(=O)C2)c(C#N)c(C)c1C (centres undefined)
  A: 7; B: 1; C: 6; D: -15; E: -0.4; F: -2; G: 10; H: -11; I: 20; J: -1

COCCCNC(=O)C(C#N)c1nc2ccccc2nc1N1CCN(Cc2ccccc2)CC1 (centres undefined)
  A: 2; B: 1; C: 10; D: -12; E: -0.1; F: -3; G: 7; H: -2; I: 24; J: .

O=C(Nc1ccccc1-c1nnn(CC(=O)N2CCN(c3ccccc3)CC2)n1)c1cccs1
  A: .; B: -1; C: -10; D: -6; E: -0.7; F: 0; G: 2; H: 1; I: 52; J: -5

CC1CN(C(=O)c2cc3cc(Br)ccc3[nH]2)CC(C)O1 (centres undefined)
  A: 0; B: 1; C: -14; D: 3; E: 0.4; F: -2; G: 7; H: -5; I: -3; J: 0

Cc1cccc(N2CCN(C(=O)c3cccc(N4CCCC4=O)c3)C(C)C2)c1 (centres undefined)
  A: 3; B: 0; C: -28; D: 7; E: -0.8; F: -5; G: -24; H: -2; I: 36; J: -5

High-throughput results as filed in PubChem BioAssay.
